S1P2 ag = activates the human S1P2 receptor. O95136. S1P2-expressing cell line, agonist reporter read-out. activation, % at 4.5 µM. 0.46% of 97,000 active. AID 729; in the data active = activation above about 16%;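 note: 0% = vehicle low control and 100% = maximal reference agonist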
Target sequence (O95136 whole entry, looked up): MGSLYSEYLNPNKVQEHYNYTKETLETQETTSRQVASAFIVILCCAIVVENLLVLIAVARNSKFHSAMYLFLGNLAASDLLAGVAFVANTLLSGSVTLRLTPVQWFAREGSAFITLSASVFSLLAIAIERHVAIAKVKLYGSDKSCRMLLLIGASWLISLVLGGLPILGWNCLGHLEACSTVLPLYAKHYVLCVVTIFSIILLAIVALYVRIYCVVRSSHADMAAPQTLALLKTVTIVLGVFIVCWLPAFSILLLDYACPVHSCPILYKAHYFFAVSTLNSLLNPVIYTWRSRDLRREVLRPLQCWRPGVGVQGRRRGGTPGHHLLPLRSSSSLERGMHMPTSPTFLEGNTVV
Lung fibro prol = blocks proliferation of human lung fibroblasts; LL 47 human lung fibroblast viability, ATP luminescence; active compounds read low; viability, % at 10 µM; 1.1% of 85,000 active;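 active = viability at or below 50% in the single dose screen; inactive = viability above 50%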;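 note: compound exposure lasted 72 h before the ATP readout; 100% = median luminescence of untreated cell-only wells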
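test system = LL 47 human lung fibroblasts | amount = 1,150 fibroblasts seeded per well | medium = 15% FBS in IMEM | times = overnight cell rest, 72 h compound treatment at 37 °C | measured by = CellTiter-Glo luminescence measuring cellular ATP | read-out = viability percentage against median untreated-cell control | benchmarks = cell-only wells, no compound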
sEH inhibitor = soluble epoxide hydrolase (human) inhibition; 0.34% of 91,000 active; recombinant human sEH enzymatic activity assay; AID 707; P34913; inhibition, % at 2 µM; in the data active = inhibition above about 80%; note: values of inactives mirror those of a sister screen read the other way; many of its hits are not listed in these tables
Target sequence (P34913 whole entry, looked up): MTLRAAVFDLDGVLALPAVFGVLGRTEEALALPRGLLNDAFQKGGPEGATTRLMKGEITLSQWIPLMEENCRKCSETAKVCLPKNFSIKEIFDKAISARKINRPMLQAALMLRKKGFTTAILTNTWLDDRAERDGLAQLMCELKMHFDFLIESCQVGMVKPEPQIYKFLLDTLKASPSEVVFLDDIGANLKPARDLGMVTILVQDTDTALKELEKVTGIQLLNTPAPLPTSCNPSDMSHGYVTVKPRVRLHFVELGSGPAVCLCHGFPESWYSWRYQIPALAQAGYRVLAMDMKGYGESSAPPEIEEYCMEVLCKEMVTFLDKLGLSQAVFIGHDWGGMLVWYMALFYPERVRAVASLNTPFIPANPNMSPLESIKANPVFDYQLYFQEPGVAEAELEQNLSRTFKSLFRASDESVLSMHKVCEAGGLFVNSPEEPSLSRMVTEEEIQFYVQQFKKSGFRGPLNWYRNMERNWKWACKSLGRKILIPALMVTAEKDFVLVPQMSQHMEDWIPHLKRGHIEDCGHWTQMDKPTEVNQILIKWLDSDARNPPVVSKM
sEH act = soluble epoxide hydrolase (human) activation; 0.04% of 91,000 active; purified human sEH enzymatic activity, activator screen; AID 717; activation, % at 2 µM; P34913; in the data active = activation above about 37%; note: values of inactives mirror those of a sister screen read the other way
H69AR growth 86K = growth inhibitors of human H69AR lung tumor cells. H69AR lung tumor viability, ATP luminescence, 72 h; active compounds read low. viability, % at 10 µM. 6% of 85,000 active. AID 598;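 active = viability at or below 40%; inactive = viability above 40%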;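 note: multidrug resistant small cell line overexpressing MRP-1 efflux transporter; 100% = mean luminescence of untreated control wells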
S1P2 antag = blocks the human S1P2 receptor; O95136; inhibition, % at 5 µM; AID 736; 0.21% of 97,000 active; cell-based S1P2 antagonist assay, inhibition at 5 uM; in the data active = inhibition above about 45%;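 note: CRE beta-lactamase reporter cells expressing human S1P2 stimulated with S1P; 0% = agonist at EC80 alone and 100% = agonist plus reference antagonist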
PTPN22 act = increases human PTPN22 phosphatase activity. Q9Y2R2. recombinant LYP, DiFMUP fluorescence; 0 = plate median, 100 = signal doubled. activation, % at 2 µM. 0.11% of 96,000 active;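 active = activation at 2 µM above a set limit, the mean plus 5 SD, cut at about 37% in these data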
PostGolgi ctrl = growth of the yeast control strain, post-Golgi counter-screen; efflux-deficient yeast background strain, growth absorbance A615, 16 h; inhibition, % at 10 µM; 5% of 98,000 active; in the data active = inhibition above about 30%
HUVEC inhibit = inhibitors of human endothelial cell proliferation. HUVEC proliferation, CellTiter-Glo luminescence, 72 h; active compounds read low. viability, % at 10 µM (by protocol). 1.1% of 86,000 active. AID 648;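 active = viability at or below 30%; inactive = viability above 30%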;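 note: 100% = median luminescence of DMSO-only cell control wells on each plate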
Numbers without * were called inactive; x = not tested or not shown. Not all compounds are listed (hit frequency here may not be typical).

SMILES | S1P2 ag | Lung fibro prol | sEH inhibitor | sEH act | H69AR growth 86K | S1P2 antag | PTPN22 act | PostGolgi ctrl | HUVEC inhibit
COc1cc(C(=O)N2CCN(C(=O)COc3ccc4ccccc4c3)CC2)cc(OC)c1OC | -2 | x | -2 | 2 | x | 6 | 5 | 7 | x
CCCC(NS(=O)(=O)c1ccc(C)cc1)C(=O)O (configuration not stated) | -1 | 112 | -11 | 8 | 94 | -36 | -9 | 27 | 112
COc1cc2c(cc1OC)C1C/C(=N\O)C(CC(C)C)CN1CC2 (configuration not stated) | -6 | 96 | -8 | 10 | 82 | 7 | 8 | -1 | 86
O=C(O)c1ccc(NC(=O)C2C3CCC(C3)C2C(=O)O)cc1 (configuration not stated) | -4 | 103 | -7 | 8 | 102 | -3 | -4 | 11 | 99
COc1ccccc1N1CCN(Cc2cccc(OC)c2OC)CC1 | x | 101 | x | x | 67 | x | x | 1 | 94
COc1cc2[nH]c(=S)n(CCCN3CCOCC3)c(=O)c2cc1OC | -1 | 99 | 12 | -11 | 91 | -9 | -5 | -9 | 93
CN1CCN(Cc2ccc(OCc3ccccc3)cc2)CC1 | -6 | x | x | x | 90 | 19 | 0 | 1 | 98
CC(=O)Nc1ccc(N(C)C)cc1[N+](=O)[O-] | -6 | x | 8 | -4 | x | -11 | 3 | 7 | x
Cc1cccc(CCNS(=O)(=O)c2ccc3c(c2)n(C)c(=O)c(=O)n3C)c1 | -6 | 93 | -8 | 9 | 80 | 2 | 3 | 14 | 103
COc1ccc(N2CCN(C(=O)COc3ccc(Cl)cc3Cl)CC2)cc1 | -3 | 102 | -1 | -5 | 100 | 5 | 6 | 24 | 105
O=C(c1cc(-c2ccc(Cl)cc2)n(-c2ccc(Cl)c(Cl)c2)n1)N1CCOCC1 | -3 | x | 10 | -12 | x | -3 | 5 | 40* | x
C=CCN1CCN(C(c2ccccc2)c2nnnn2CCC(C)C)CC1 (configuration not stated) | -11 | 94 | 6 | -5 | 86 | 10 | 2 | 2 | 86
COc1cccc(CNC(=O)C2CCCN(c3nn4c(=O)cc(C)nc4s3)C2)c1 (configuration not stated) | x | 101 | x | x | 84 | x | x | 9 | 85
CCOc1cc(C2CC(=O)NC3=C2C(=O)C(C(=O)OC)C(C)C3)cc(Br)c1O (configuration not stated) | -6 | 96 | -10 | 8 | 87 | -5 | -2 | 2 | 92
COc1cccc(CN(CC2CCCO2)S(=O)(=O)c2ccc(S(=O)(=O)N(C)C)cc2)c1 (configuration not stated) | 2 | 96 | 5 | -6 | 96 | -1 | -2 | 5 | 95
O=C(Nc1cccnc1)C1(c2ccccc2)CCCC1 | 0 | 97 | -2 | 6 | 94 | -42 | 6 | 3 | 99
CN(C)C(=O)c1ccccc1-c1ccccc1 | -2 | 93 | -4 | 2 | 85 | -9 | 2 | 3 | 78
COc1ccc(-c2[nH]c(-c3ccc(C(=O)O)cc3)nc2-c2ccccc2)cc1 | -5 | x | -13 | 14 | x | 17 | -6 | 29 | x
N#CC1=C2SCC(O)(c3ccccc3)N2C(=O)CC1c1cccs1 (configuration not stated) | -8 | x | x | x | x | 2 | 4 | 13 | x
Cc1cc(C(=O)OCC(=O)N2CCOCC2)c2ccccc2n1 | -3 | 107 | -6 | 4 | 49 | 12 | 21 | -9 | 99
CC(=O)c1cnc2cc(-c3ccc(C)cc3)nn2c1C | -5 | 88 | -2 | 3 | 93 | -11 | 0 | x | 84
COC(=O)Cn1c(=NC(=O)CSC(C)=O)sc2ccccc21 | x | 107 | x | x | 102 | x | x | 4 | 93
CCn1c(=O)n(CC(=O)N2CC(C)CC(C)C2)c(=O)c2ccccc21 (configuration not stated) | -8 | 98 | 1 | -3 | 99 | 9 | 4 | 14 | 103
CCCCn1c(NCc2ccccn2)nc2ccccc21 | -6 | 96 | 3 | -2 | 45 | 23 | 2 | -3 | 100
COC(=O)COC(=O)c1ccc(O)cc1 | -2 | x | -6 | 6 | 105 | 4 | -6 | 7 | 91
Cc1ccc(NC(=O)C2CC(=O)OC23CCOC(C)(C)C3)cc1 (configuration not stated) | -1 | 108 | -16 | 17 | 97 | -26 | -11 | 11 | 97
CCN1C(=O)c2cccc3cccc1c23 | -1 | 100 | -8 | 7 | 90 | 13 | -2 | 6 | 90
O=C(CSc1nnc(CN2CCOCC2)n1-c1ccc(Cl)cc1)Nc1cc(Cl)ccc1O | -10 | 92 | -2 | -2 | 59 | 5 | 12 | 3 | 78
Cc1ccc2oc(C(=O)Nc3nnc(C)s3)c(C)c2c1 | -5 | 100 | 2 | -1 | 82 | -29 | -6 | 10 | 75
Cc1ccc(C)c(NC(=O)C2CC(Cl)=CCC2C(=O)O)c1 (configuration not stated) | -5 | 88 | -4 | 10 | 83 | 2 | -1 | 2 | 96
Cc1ccc(/C(O)=C2/C(=O)C(=O)N(CCN3CCOCC3)C2c2cccs2)cc1 (configuration not stated) | -5 | 102 | -4 | 4 | 100 | -2 | 3 | 25 | 97
CSC(=NC1CCCCC1)NS(=O)(=O)c1ccccc1 | x | 87 | x | x | 104 | x | x | 2 | 79
CC(C)N(C(=O)CN1C(=O)NC2(CCCCCC2)C1=O)C(C)C | -1 | 96 | 3 | -2 | 101 | -16 | 0 | 2 | 92
CSc1nc(N)nc(SCC(=O)CC(=O)OC(C)C)c1C#N | -7 | 106 | 4 | -2 | 82 | 24 | -14 | -2 | 103
Cc1ccc(S(=O)(=O)N[C@@H](CC(C)C)C(=O)NCc2ccco2)cc1 | -1 | 99 | 28 | -27 | 94 | -7 | 1 | -9 | 85
COCCNC(=O)Cn1cc(C(=O)c2cccs2)c2ccccc21 | -4 | 105 | 14 | -11 | 88 | 9 | 6 | x | 96
COc1ccc(NC(=O)C(=O)N/N=C/c2cccnc2)c(OC)c1 | -10 | x | -7 | 7 | x | 10 | -8 | -3 | x
CC(=O)/C=C(\C)NCCNc1c(F)c(F)c(CO)c(F)c1F | x | 97 | x | x | 102 | x | x | 20 | 99
CCn1c(SCc2nc3ccccc3[nH]2)nnc1-c1ccc(OC)cc1 | -9 | 99 | 0 | 1 | 90 | -12 | 15 | 1 | 103
CCCC(=O)C1C(=O)CC(C)(C)C(c2cc(C)no2)C1=O (configuration not stated) | x | 93 | x | x | 105 | x | x | 9 | 91
CCCN(CCO)Cc1ccc2ccccc2c1 | -7 | 91 | 8 | -6 | 91 | -1 | 12 | -11 | 88
CCCCCOC(=O)c1ccccc1C(=O)O | x | 77 | x | x | 93 | x | x | -1 | 90
CCCCN(CC)Cc1ccc(CNC(=O)Nc2ccc(OC)cc2OC)o1 | -4 | 94 | 0 | -3 | 82 | -10 | 8 | 8 | 102
COc1ccc(CC(=O)N2CCN(c3ccccn3)CC2)cc1 | -3 | 91 | -2 | 7 | 82 | -15 | 15 | 2 | 96
COC(=O)c1ccccc1NC(=O)COc1ccccc1 | -6 | 89 | 5 | -4 | 80 | 8 | 1 | 4 | 73
O=C(NC1CCCCC1)c1cccs1 | -5 | 97 | 20 | -19 | 89 | -21 | 6 | 9 | 95
COc1ccc(-c2nc(CNS(=O)(=O)c3ccc(OC)c(OC)c3)cs2)cc1 | -4 | 95 | -20 | 18 | 77 | -3 | 0 | 12 | 106
N#Cc1c2c(c(Nc3ccccc3)n3c1nc1ccccc13)CCC2 | 0 | x | -17 | 21 | x | 15 | -6 | 3 | x
COc1ccc(CSc2nnc(C)n2N)cc1Br | -10 | 102 | 1 | 1 | 83 | 13 | 6 | 8 | 99
O=C(CCCc1nc(-c2ccccc2Cl)no1)NCc1cccnc1 | x | 99 | x | x | 39* | x | x | 5 | 95
CCn1c(=O)cc(OCC(=O)N2CCN(c3cccc(C(F)(F)F)c3)CC2)c2ccccc21 | -4 | x | x | x | 61 | 12 | -12 | 5 | 63
CCCCc1nnc(NC(=O)C(C)Sc2nc(N)cc(=O)[nH]2)s1 (configuration not stated) | -2 | 101 | 1 | -1 | 85 | -19 | 17 | 4 | 93
CCn1c(=N)n(CC(=O)c2cccc(OC)c2)c2ccccc21 | x | 96 | x | x | 45 | x | x | -3 | 84
Brc1cnc(N2CCCCC2)nc1N1CCOCC1 | -6 | 94 | 15 | -15 | 76 | -2 | -4 | 5 | 98
CC(C)C(C(=O)Nc1nccs1)c1ccccc1 (configuration not stated) | -8 | 88 | 10 | -7 | 97 | -12 | 5 | 5 | 106
CCN(CC)S(=O)(=O)c1ccc(Cl)c(C(=O)NCC2CCCO2)c1 (configuration not stated) | -1 | 107 | -2 | 3 | 85 | 14 | -5 | 10 | 92
CCCCCOc1ccc(CSc2ncn[nH]2)cc1 | -3 | 95 | 9 | -9 | 102 | -4 | 1 | x | 103
COc1ccc(N2CSC3=C(C#N)C(c4cccs4)CC(=O)N3C2)cc1 (configuration not stated) | -5 | 111 | 11 | -10 | 65 | -6 | 13 | -10 | 94
COc1ccc(/C=N/n2cnc3c([nH]c4ccc(Br)cc43)c2=O)cc1CN1CCOCC1 | -6 | 8.7* | 17 | -14 | 3.7* | -7 | 7 | -6 | 23*
COC(=O)c1ccc(CSc2nnc(Nc3ccccc3OC)s2)o1 | -2 | x | -7 | 8 | x | -28 | 2 | 4 | x
The results go on:
SMILES | S1P2 ag | Lung fibro prol | sEH inhibitor | sEH act | H69AR growth 86K | S1P2 antag | PTPN22 act | PostGolgi ctrl | HUVEC inhibit
CC(C)c1ccc2oc(-c3ccc(NC(=O)c4ncn[nH]4)cc3)nc2c1 | -10 | 102 | 8 | -6 | 87 | 17 | -10 | 1 | 97
CCOC(=O)N1CCN(CC(O)COc2ccccc2C(C)CC)CC1 (configuration not stated) | -2 | 102 | 7 | -2 | 91 | -16 | -12 | 26 | 99
COc1ccc(C(=O)Nc2ncc3c(n2)CC(c2ccco2)CC3=O)cc1 (configuration not stated) | -5 | 85 | 10 | -9 | 94 | 17 | -5 | 7 | 98
Fc1ccc(CSc2nncn2NC/C=C/c2ccccc2)cc1 | -6 | x | 0 | 2 | x | 4 | -7 | 23 | x
CCCc1ccc(S(=O)(=O)NCCc2ccncc2)cc1 | -4 | 100 | -13 | 12 | 91 | 19 | -8 | 10 | 98
CCn1c(CCC(=O)Nc2cc(F)ccc2C)nc2cc(S(=O)(=O)N(C)C)ccc21 | x | 101 | x | x | 65 | x | x | 23 | 99
CCCc1cc(C(F)(F)F)c(C#N)c(=O)[nH]1 | -1 | 102 | -5 | 6 | 95 | -30 | 0 | 3 | 103
COc1ccc(N2CCN(C(=O)CN(c3cccc(Br)c3)S(C)(=O)=O)CC2)cc1 | -4 | 100 | -4 | 6 | 97 | 7 | -8 | 11 | 90
N#Cc1cc(N)ccc1Sc1ccccc1 | -3 | x | -4 | 6 | x | 18 | 6 | 0 | x
CCc1cc(C(c2cccc(OC)c2)N2CCOCC2)c(NC(=O)c2ccccc2)s1 (configuration not stated) | -7 | x | -4 | 7 | x | 15 | -5 | 18 | x
Cc1nnc(NC(=O)CSc2nnc(Cc3cccn3C)n2-c2cccc(C(F)(F)F)c2)s1 | x | 105 | x | x | 96 | x | x | 2 | 99
COC(=O)c1ccc(NC(=O)CCc2c(C)nc3ncnn3c2C)cc1 | -5 | x | x | x | 98 | 11 | 7 | 17 | 91
Cc1cnn(CCC(=O)NNC(=S)Nc2cccc(Cl)c2)c1 | -5 | x | -8 | 8 | x | -13 | 32 | 7 | x

Complete entries, quoted from the list:
Profile of Cc1nnc(NC(=O)CSc2nnc(Cc3cccn3C)n2-c2cccc(C(F)(F)F)c2)s1 = S1P2 ag = x; Lung fibro prol = 105; sEH inhibitor = x; sEH act = x; H69AR growth 86K = 96; S1P2 antag = x; PTPN22 act = x; PostGolgi ctrl = 2; HUVEC inhibit = 99
Profile of COc1ccc(C(=O)Nc2ncc3c(n2)CC(c2ccco2)CC3=O)cc1 (configuration not stated) = S1P2 ag = -5; Lung fibro prol = 85; sEH inhibitor = 10; sEH act = -9; H69AR growth 86K = 94; S1P2 antag = 17; PTPN22 act = -5; PostGolgi ctrl = 7; HUVEC inhibit = 98

Screening results as filed in PubChem.
